Screens: PubChem, National Center for Advancing Translational Sciences (NCATS)
GLS inh: qHTS for Inhibitors of Glutaminase (GLS) | GLS enzymatic activity, qHTS titration | Potency, µM (highest dose often 45.5 µM), for inactives: top-dose activity change, negative = inhibition, usual class: inhibitors | actives 0.21% (n = 410,000) | AID 624170, 2012; also: potency is read from the fitted curve at half-maximal effect; % is scaled to controls: 0 for no effect and ±100 for the full control effect
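Compounds were pin-transferred onto hKGA, after which L-glutamine (1 mM solution) and a detection mix of glutamate oxidase, HRP and Amplex Red were added. Initial and 30 min RT fluorescence reads were collected.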
ERG-DNA inh: qHTS for Small Molecule Inhibitors of the ERG Ets/DNA interaction. Potency, µM (titrated, usually from 76.9 µM), without a hit: top-dose FP activity, negative = inhibition, actives largely listed as inhibitors. AID 624246, 2012. actives 0.028% (n = 370,000). fluorescence polarization, His-ERG Ets domain / labelled DNA; active = well fitted inhibition curve with a large enough effect in the polarisation, with a control signal flat; inconclusive = small, poorly fitted or top-dose-only effect, or effect the other way, or a change in a side signal; inactive = no such curve, though single readings can be large or run the other way; the % refers to the polarisation;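 also: polarization taken with two DNA probes labelled with fluorescein and Texas red; potency is read from the fitted curve at half-maximal effect; % of control where 0% means no effect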
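His-tagged ERG Ets domain (1 uM in the protein solution; 300mM KCl, 50mM Tris-HCl, 1mM EDTA, 1mM DTT, pH 7.5) received compound, then a probe mix of 5 nM fluorescein-DNA and 100nM Texas-615-DNA. Fluorescence polarization was read for both dyes.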
BAZ2B block: qHTS Assay for Inhibitors of BAZ2B; Bromodomain adjacent to zinc finger domain protein 2B (Homo sapiens), Q9UIF8; AlphaScreen BAZ2B-H3K14Ac peptide displacement; Potency, µM (top dose mostly 114 µM), without a hit: at the top dose activity change, negative = inhibition, hits mostly inhibitors; actives 4.4% (n = 360,000); AID 504333, 2011; also: potency is read from the fitted curve at half-maximal effect; % is scaled to controls: 0 for no effect and ±100 for the full control effect; nearly all actives have a fitted effect of over 60% in size
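In this displacement format the biotinylated H3(5-23) peptide acetylated at Lys14 serves as ligand at 50 nM, with BAZ2B at 50 nM in PBS pH 7.4 containing 0.01% Tween-20. Donor and acceptor beads are 10 ug/mL final.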
G9a inh: qHTS Assay for Inhibitors of Histone Lysine Methyltransferase G9a | Histone-lysine N-methyltransferase EHMT2 (Homo sapiens), Q96KQ7 | G9a H3K9 monomethylation, AlphaScreen, 2 h | Potency, µM (series often up to 102 µM), inactives show at the top dose activity, negative = inhibition, actives largely listed as inhibitors | actives 8.8% (n = 350,000); also: potency is read from the fitted curve at half-maximal effect; % is scaled to controls: 0 for no effect and ±100 for the full control effect; nearly all actives have a fitted effect of over 75% in size
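Readings reflect AlphaScreen signal from monomethyl-H3K9 antibody detection. HMT at 20 nM; substrate b-H3K9 500 nM; cofactor SAM 20 uM; 2 h RT reaction; compounds tested as titrations in qHTS with 15 min preincubation.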
PI4K2A block: qHTS for small molecular inhibitors of PI4K2A. purified PI4K2A, ADP-Glo luminescence, 1 h; hits give low values. AID 1346378, 2018. activity change, negative = inhibition, % at 76.9 µM. actives 0.13% (n = 420,000); in the data active = activity change below about -50%; inconclusive = mostly about -30% to -49%;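 also: -100% = wells without enzyme as full effect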
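PI4K2A activity was measured by ADP-Glo luminescence: enzyme (4 ug/mL stock) and phosphatidylinositol (1.2 mM stock) in Tris pH 7.5/MgCl2/EGTA/Triton X-100 buffer were reacted with ATP (300 microM stock) for one hour at ambient temperature.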
HP1b chromo inh: HTS for Inhibitors of HP1-beta Chromodomain Interactions with Methylated Histone Tails | AlphaScreen HP1-beta / biotin-H3K9me3 peptide binding | Potency, µM (doses to about 114 µM), for the others: at the top dose activity change, negative = inhibition, actives largely listed as inhibitors | actives 0.56% (n = 390,000); also: potency is read from the fitted curve at half-maximal effect; nearly all actives have a fitted effect of over 70% in size; inactives centre near 23
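Compound inhibition of the preformed complex between 50 nM HP1-beta and 50 nM biotinylated H3K9me3 peptide was read by AlphaScreen. Buffer was PBS pH 7.4 with 0.01% Tween-20. Incubations ran 30 min at room temperature, with 10 ug/mL donor/acceptor beads.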
PGK inhibitor: qHTS Assay to Find Inhibitors of Phosphoglycerate Kinase; Phosphoglycerate kinase, glycosomal (Trypanosoma brucei brucei), P07378; PGK/GAPDH coupled, Kinase-Glo luminescence, 60 min; Potency, µM (highest dose often 57.5 µM), inactives show at the highest dose activity change, negative = inhibition, usual class: inhibitors; actives 0.043% (n = 380,000); also: potency is read from the fitted curve at half-maximal effect; % is scaled to controls: 0 for no effect and ±100 for the full control effect; nearly all actives have a fitted effect of over 60% in size
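Luminescent ATP detection (Kinase-Glo Plus) follows a 60-minute room-temperature incubation, with wells lacking PGK as controls. Buffer: 100 mM TEA (pH 7.6), 5 mM MgCl2, 0.01% Tween-20. Coupling enzyme GAPDH (100 nM final) supplies unstable 1,3-BPG in-well.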
Pin1 inhibitor: qHTS Assay to Find Inhibitors of Pin1; Peptidyl-prolyl cis-trans isomerase NIMA-interacting 1 (Homo sapiens), Q13526; Potency, µM (top dose mostly 115 µM), inactives show top-dose activity, negative = inhibition, hits mostly inhibitors; AID 504891, 2011; actives 0.009% (n = 390,000); Pin1 FP peptide displacement, HiFluor488, 10 min; active = well fitted inhibition curve with a large enough effect in the polarisation, with a control signal flat, not every such curve was filed as active; inconclusive = small, poorly fitted or top-dose-only effect, or effect the other way, or a change in a side signal; inactive = no such curve, though single readings can be large or run the other way; the % refers to the polarisation; also: potency is read from the fitted curve at half-maximal effect; % is scaled to controls: 0 for no effect and ±100 for the full control effect
JMJD2A Tudor inh: qHTS Assay for Inhibitors of JMJD2A-Tudor Domain; AlphaScreen JMJD2A-Tudor / H3K4me3 peptide binding; actives 4.4% (n = 390,000); Potency, µM (titrated, usually from 114 µM), without a hit: at the highest dose activity change, negative = inhibition, hits mostly inhibitors; also: potency is read from the fitted curve at half-maximal effect; % is scaled to controls: 0 for no effect and ±100 for the full control effect; nearly all actives have a fitted effect of over 50% in size
Target sequence (O75164 whole entry, looked up, the tested form may be a part): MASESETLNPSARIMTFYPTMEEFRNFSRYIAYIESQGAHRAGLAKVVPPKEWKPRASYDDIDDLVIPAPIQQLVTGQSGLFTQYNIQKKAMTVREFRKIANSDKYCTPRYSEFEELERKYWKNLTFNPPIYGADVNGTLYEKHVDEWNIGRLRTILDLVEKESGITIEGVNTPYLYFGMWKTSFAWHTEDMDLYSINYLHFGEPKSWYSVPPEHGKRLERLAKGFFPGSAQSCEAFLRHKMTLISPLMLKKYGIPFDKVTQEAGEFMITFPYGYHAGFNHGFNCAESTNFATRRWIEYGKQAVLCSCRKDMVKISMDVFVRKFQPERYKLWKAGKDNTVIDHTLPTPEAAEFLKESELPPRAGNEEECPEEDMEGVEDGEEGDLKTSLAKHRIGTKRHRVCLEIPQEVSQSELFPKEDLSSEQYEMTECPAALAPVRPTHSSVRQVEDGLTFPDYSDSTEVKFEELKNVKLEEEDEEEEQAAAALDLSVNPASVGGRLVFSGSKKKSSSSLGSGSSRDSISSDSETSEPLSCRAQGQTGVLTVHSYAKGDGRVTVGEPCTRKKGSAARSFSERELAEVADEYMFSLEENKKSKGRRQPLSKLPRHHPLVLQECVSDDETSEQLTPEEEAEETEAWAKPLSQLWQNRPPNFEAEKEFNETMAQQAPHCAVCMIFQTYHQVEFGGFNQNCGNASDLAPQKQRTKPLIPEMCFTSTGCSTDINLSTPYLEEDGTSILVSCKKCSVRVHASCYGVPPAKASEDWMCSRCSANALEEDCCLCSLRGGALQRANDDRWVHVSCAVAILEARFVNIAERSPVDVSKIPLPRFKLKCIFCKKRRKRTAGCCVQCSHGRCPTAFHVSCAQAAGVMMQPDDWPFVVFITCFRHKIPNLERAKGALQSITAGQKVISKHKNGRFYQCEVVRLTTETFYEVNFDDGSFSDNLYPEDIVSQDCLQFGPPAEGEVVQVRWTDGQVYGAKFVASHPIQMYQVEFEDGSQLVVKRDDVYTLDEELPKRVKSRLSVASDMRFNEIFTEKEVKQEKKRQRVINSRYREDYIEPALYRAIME
Starred values were filed as active, the others as inactive; i = inactive; ? = inconclusive; nt = no result given; [ ] = remark or other dose. Unless noted, calls follow the shape of the dose curve; as a rule, active = well fitted curve in the direction sought with a large enough effect; inconclusive = small, poorly fitted or top-dose-only effect, or another doubt; inactive = no such curve, though single readings can be large; an effect the other way counts as inactive or inconclusive.

no. | compound | GLS inh | ERG-DNA inh | BAZ2B block | G9a inh | PI4K2A block | HP1b chromo inh | PGK inhibitor | Pin1 inhibitor | JMJD2A Tudor inh
1 | COc1cc(/C=C/c2ccc3c([N+](=O)[O-])cccc3n2)ccc1OCC(=O)O | 11% | 4% | ? | 7%[12.7 µM] | -4 | 45%[activator] | -17% | -3% | ?
2 | Cc1nn2c(NCc3cccnc3)c3c(nc2c1-c1ccccc1)CCC3 | 22% | -5% | -4% | 15% | -19 | 13% | 11% | ? | 3%
3 | Cc1cccc(C)c1NC(=O)CN(C)C(=O)C1CC1C (stereo unspecified) | 1% | -6% | -5% | -3%[59 µM] | -2 | 21% | i | 4% | -12%
4 | CCOc1ccc(NCC(=O)N/N=C/C=C/c2ccccc2)cc1 | 0% | -8% | ? | 11µM* | -4 | -7% | 0% | 0% | ?
5 | CC(=O)NCCc1nc2cc(NC(=O)COc3ccc(C)cc3)ccc2n1C | 4% | 2% | -2% | 12% | -2 | 20% | -10% | -1% | -11%
6 | Cc1cc(C)n2nc(SCC(=O)NC3CCCC(C)C3C)nc2n1 (stereo unspecified) | 1% | -16% | -8% | -4%[59 µM] | -1 | 34% | -2% | 0% | -7%
7 | CC(=O)c1cccc(S(=O)(=O)N2CCC(C(=O)N(C)Cc3ccc(Cl)s3)CC2)c1 | -5% | -1% | -2% | 15%[0.501 µM] | 3 | -2% | -2% | -11% | -25%
8 | COC(=O)c1c(NC(C)=O)sc2c1CCN(Cc1ccccc1)C2 | 1% | 8% | -5% | nt | -4 | 30% | i | 5% | -20%
9 | O=C(CSc1cn(CCNC(=O)c2ccccc2F)c2ccccc12)NCC1CCCO1 (stereo unspecified) | 5% | 1% | -5% | nt | 1 | 11% | -2% | -7% | -8%
10 | O=C1C2CCCN2C(=O)N1CCN1CCN(CCO)CC1 (stereo unspecified) | 12% | -2% | -2% | 1%[59 µM] | -2 | 17% | 0% | -7% | -9%
11 | CSc1ccc(C2NC(=O)CCC2[N+](=O)[O-])cc1 (stereo unspecified) | -6% | -8% | -2% | -4% | 4 | 20% | -4% | -7% | -16%
12 | Cc1sc2ncnc(N3CCC(C(=O)Oc4cccc(Cl)c4Cl)CC3)c2c1C | -11% | 4% | -5% | -3% | 3 | 31% | 0% | 18% | -6%
13 | Cc1c(Cl)cccc1NC(=O)C(=O)NCCc1csc2nc(-c3ccccc3F)nn12 | -10% | 6% | -7% | 2%[59 µM] | 5 | 14%[57 µM] | i | 3% | -14%
14 | COc1cccc(C2C(C#N)=C(N)OC3=C2C(=O)CCC3)c1OC(=O)c1ccco1 (stereo unspecified) | 14% | 5% | 11% | -5%[59 µM] | -5 | 22% | -9% | -3% | -14%
15 | Cc1ccc(-n2c(SCC(=O)NCc3cccs3)nnc2-c2ccoc2C)cc1 | -12% | -8% | -30% | ? | -21 | -33% | -10% | ? | 8%[11.4 µM]
16 | S=c1[nH]c2cnccc2n1Cc1ccccc1 | -1% | 0% | -18% | 7.1µM* | -4 | 11% | -2% | -1% | 18µM*
17 | COc1ccccc1/C=C(\C#N)C(=O)c1cccn1C | 3% | 6% | ? | ? | 5 | -6% | nt | 0% | ?
18 | Fc1ccccc1CN1CCCC(NC2CCC2)C1 (stereo unspecified) | -1% | 10% | -3% | 3% | 5 | 13% | -5% | -1% | -4%
19 | CN(CC(=O)Nc1cccc(F)c1)C(=O)c1ccccc1-n1cnnn1 | 2% | 1% | -9% | -29% | -13 | 9% | 13% | 1% | -12%
20 | Oc1ccccc1/C=N/NC1=NCCCCC1 | 26% | -3% | 10% | nt | 1 | 44% | 13% | -1% | -13%
21 | COCCn1c(=O)[nH]c2cc(C(=O)Nc3ccc(OC)cc3)ccc2c1=O | 1% | 0% | 3% | -30%[59 µM] | -3 | 20% | -1% | 0% | -6%
22 | CCOc1ccc(C(=O)c2cn(CC(=O)Nc3ccc(OC)cc3)c3cc4c(cc3c2=O)OCCO4)cc1 | -13% | 5% | 0% | -28%[59 µM] | -1 | 39% | 4% | 25% | -1%
23 | COc1cccc2c(SCC(=O)N/N=C/c3ccc(O)c(O)c3)cc(C)nc12 | ? | -3% | ? | 35µM* | 2 | -3% | ? | ? | ?
24 | CC(=O)c1ccc(NC(=O)N[C@@H](Cc2ccccc2)C(=O)O)cc1 | -1% | nt | 3% | -5%[59 µM] | 1 | 34% | -8% | -3% | -9%
25 | COc1cccc2sc(N(CCCN(C)C)C(=O)COc3ccc(Cl)cc3)nc12 | 1% | -8% | nt | 79µM* | 3 | 26% | -6% | -4% | -20%
26 | Cc1cc(NC(=O)CCC(=O)N(Cc2ccco2)C(C(=O)NC2CCCCC2)c2ccccc2)no1 (stereo unspecified) | -7% | -5% | 2% | -4%[59 µM] | 1 | 21% | -3% | 5% | -5%
27 | CCCC(=O)Nc1ccc(NC(=O)c2cccc(OC)c2)cn1 | -7% | -2% | -31% | nt | -2 | 33% | -3% | 1% | 15%
28 | CCc1nnc(NS(=O)(=O)c2ccc(N/C=C\C(=O)c3ccc(C)cc3)cc2)s1 | 20% | -4% | ? | -32%[59 µM] | 4 | 19% | 1% | -7% | ?
29 | CCOC(=O)c1cnc2nc(NCc3cccc(Br)c3)[nH]n2c1=O | 3% | 4% | -17% | ? | -2 | 28% | i | 2% | -19%
30 | COCCSc1nc2c(c(=O)[nH]c(=O)n2C)n1CCCc1ccccc1 | -16% | 1% | 5% | nt | -1 | -24% | 2% | 2% | -16%
31 | CC(C)(C)OC(=O)N1CCC[C@H]1c1nnc(SC/C=C/c2ccccc2)o1 | 4% | -2% | 31%[activator] | -13% | 0 | 40%[activator] | -4% | -4% | -10%
32 | N#Cc1c2n(c3c(=O)n(CC(=O)c4ccc([N+](=O)[O-])cc4)cnc13)CCCCC2 | 24% | -4% | -12% | -1% | -1 | 2% | 5% | -1% | -21%
33 | O=C(Nc1nccs1)c1ccc(COc2c(F)c(F)cc(F)c2F)o1 | 2% | 5% | -1% | 0%[12.7 µM] | -1 | 50%[activator] | -10% | 4% | -14%
34 | O=C(Nc1ccc2oc(=O)ccc2c1)c1cccnc1 | 0% | -16% | -7% | -6%[59 µM] | 8 | 11% | -4% | -6% | -6%
35 | CCOP(=O)(OCC)c1nc(-c2cccc3ccccc23)oc1NCc1ccc(OC)cc1 | 3% | -5% | 69%[activator] | 65%[activator] | 7 | 126%[activator] | 4% | 0% | 59%[activator]
36 | N#Cc1ccc(C(=O)OCC(=O)NC2CCCC2)cc1 | -1% | -4% | 5% | 45µM* | 0 | 32% | 4% | 1% | -3%
37 | COc1cc(/C=N/Nc2nc3ccccc3[nH]c2=O)ccc1O | -1% | 4% | -23% | 5% | -3 | 21% | -3% | -3% | -6%
38 | CCOC(=O)N1CCN(S(=O)(=O)c2ccc(C(=O)Nc3nnc(CSC)o3)cc2)CC1 | 1% | -5% | 79µM* | -3%[59 µM] | -3 | 51%[activator] | -9% | -1% | 45µM*
39 | O=C(c1cc2cc(Cl)ccc2[nH]1)N1CCCCC1 | 5% | 1% | 3% | nt | -2 | 34% | 5% | -5% | 1%
40 | O=C(c1ccc(F)cc1)N1C2CCC1CC(O)(c1ccc(F)cc1)C2 (stereo unspecified) | -20% | 1% | 11% | 10%[59 µM] | -5 | 31% | -3% | 0% | -5%
41 | COc1cc2oc(=O)cc(C)c2c(OC)c1OC | 5% | -12% | 4% | 5%[59 µM] | 1 | 25% | -4% | 5% | -2%
42 | COc1cc(C(=O)NS(=O)(=O)c2ccccc2C)ccc1Cc1cn(C)c2ccc(NC(=O)OC3CCCC3)cc12 | 1% | nt | 50µM* | ? | 1 | nt | nt | nt | nt
43 | Cc1oc2ncn(C)c(=O)c2c1C(=O)N1CCN(c2ccccc2F)CC1 | -8% | -2% | -11% | -25%[59 µM] | 0 | 24% | 6% | -14% | -10%
44 | COc1ccc(S(=O)(=O)N2CCC(C(=O)Oc3ccc(C)cc3)CC2)cc1OC | -14% | -15% | 1% | -36% | -6 | 19% | -2% | 8% | -23%
45 | Cc1cccc(C)c1NC(=O)Cn1nnc(C(=O)NCc2ccc(F)cc2)c1N | -9% | 6% | 7%[57.1 µM] | -5%[59 µM] | 1 | 27% | 9% | -1% | -5%

2 entries from above, field by field.
42. COc1cc(C(=O)NS(=O)(=O)c2ccccc2C)ccc1Cc1cn(C)c2ccc(NC(=O)OC3CCCC3)cc12
  GLS inh = 1% | ERG-DNA inh = nt | BAZ2B block = 50µM* | G9a inh = ? | PI4K2A block = 1 | HP1b chromo inh = nt | PGK inhibitor = nt | Pin1 inhibitor = nt | JMJD2A Tudor inh = nt
43. Cc1oc2ncn(C)c(=O)c2c1C(=O)N1CCN(c2ccccc2F)CC1
  GLS inh = -8% | ERG-DNA inh = -2% | BAZ2B block = -11% | G9a inh = -25%[59 µM] | PI4K2A block = 0 | HP1b chromo inh = 24% | PGK inhibitor = 6% | Pin1 inhibitor = -14% | JMJD2A Tudor inh = -10%
